# Bioassay records from PubChem.
# JMJD2C inh – inhibitors of GASC-1 histone demethylase, primary screen, biochemical, fluorescence, DELFIA europium; GST-JMJD2C(1-420) H3K9me3 demethylation; inhibition, % at 2.35 µM; 0.069% of 330,000 active;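 active means more than half of a compound's replicate wells show inhibition beyond 50%, single wells judged on their own value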;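 further: signal counts dimethyl H3K9 product captured on neutravidin plate; 0% = median of DMSO wells and 100% = 0.3 times that DMSO median; strong numbers were not always called active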
# VLA-4 inh – inhibition in human VLA-4 binding assay, primary screen, VLA-4 allosteric modulator project, MLPCN library, flow cytometry, VLA-4 expressing cells; inhibition, % (about 7 µM as worked out from the volumes in the protocol); 0.2% of 330,000 active; AID 2557, 2010; ligand binding flow cytometry; Integrin alpha-4 (Homo sapiens), P13612; in the data active means inhibition above about 50%
# Target sequence (P13612 whole entry, looked up): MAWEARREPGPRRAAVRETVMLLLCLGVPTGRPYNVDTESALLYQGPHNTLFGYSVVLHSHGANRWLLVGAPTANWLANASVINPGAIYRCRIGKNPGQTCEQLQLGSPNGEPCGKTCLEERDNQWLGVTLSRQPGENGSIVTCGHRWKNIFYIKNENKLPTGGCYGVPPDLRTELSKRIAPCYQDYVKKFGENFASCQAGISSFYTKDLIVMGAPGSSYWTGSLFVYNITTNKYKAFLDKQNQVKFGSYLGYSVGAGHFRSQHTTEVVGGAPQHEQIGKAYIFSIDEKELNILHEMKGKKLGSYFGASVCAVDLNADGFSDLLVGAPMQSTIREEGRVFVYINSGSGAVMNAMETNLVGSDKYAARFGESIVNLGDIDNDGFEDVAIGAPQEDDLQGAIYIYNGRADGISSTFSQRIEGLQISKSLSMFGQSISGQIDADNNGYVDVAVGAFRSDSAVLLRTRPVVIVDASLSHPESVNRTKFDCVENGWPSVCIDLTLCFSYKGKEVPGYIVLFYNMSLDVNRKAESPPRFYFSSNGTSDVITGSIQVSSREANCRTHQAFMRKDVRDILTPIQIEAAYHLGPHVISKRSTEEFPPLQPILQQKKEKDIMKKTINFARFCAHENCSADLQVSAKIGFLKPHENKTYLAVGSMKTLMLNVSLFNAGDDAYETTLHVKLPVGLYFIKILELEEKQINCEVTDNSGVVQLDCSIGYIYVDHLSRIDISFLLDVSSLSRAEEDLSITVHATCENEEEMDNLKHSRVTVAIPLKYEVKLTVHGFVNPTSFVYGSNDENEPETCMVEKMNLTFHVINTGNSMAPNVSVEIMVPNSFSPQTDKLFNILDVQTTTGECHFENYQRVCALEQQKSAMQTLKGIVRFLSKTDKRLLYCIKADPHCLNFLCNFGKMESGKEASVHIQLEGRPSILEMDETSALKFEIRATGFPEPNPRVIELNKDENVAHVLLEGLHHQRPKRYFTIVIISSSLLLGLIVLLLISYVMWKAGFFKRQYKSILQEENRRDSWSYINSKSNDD
# GRK2 aptamer HTS – compounds blocking aptamer binding on GRK2 – biochemical, human GRK2, bead flow cytometry, HTS, primary screen; 0.59% of 330,000 active; FAM-aptamer displacement from GRK2; Beta-adrenergic receptor kinase 1 (Homo sapiens), P25098; inhibition of aptamer binding, % at 10 µM;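 active means inhibition of aptamer binding above 40%, roughly 3 SD of noise, on plates passing a quality check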;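 further: median bead fluorescence of bound FAM aptamer so fluorescent compounds give negative values; no value below 0 was filed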
# * = called active by the depositor. Only part of the results is shown; the hit share may differ from the screen's.
SMILES,JMJD2C inh,VLA-4 inh,GRK2 aptamer HTS
O=C(CN1C(=O)S/C(=C\c2ccc(-c3cc(C(=O)O)ccc3Cl)o2)C1=O)Nc1ccc2c(c1)OCO2,-0.5,10.2,5.0
O=C(O)C(NC(=O)C1CCCN1C(=O)OCc1ccccc1)c1ccccc1 (centres undefined),-1.0,1.5,0.0
O=[N+]([O-])c1ccc(Cc2cncc(O)c2)cc1,2.6,14.3,2.0
CCCc1ccc2oc(C(=O)NCc3nnc(C)o3)c(C)c2c1,-8.8,8.4,3.0
O=C(c1ccccc1CCc1ccccc1)N1CCCC1,7.5,-0.3,3.0
COc1ccc(NC(=O)c2ccc(COc3ccccc3)o2)c(OC)c1,-6.2,-11.4,1.0
NC(=O)Cn1cc(/C=N\NS(=O)(=O)c2ccccc2)c2ccccc21,-1.5,6.0,0.0
Cc1ccc(S(=O)(=O)NC(=O)Nc2ccc(C)cc2C)cc1,-15.9,12.6,0.0
CCN(CC(=O)N1CCOCC1)S(=O)(=O)c1ccc2ccccc2c1,-2.9,4.1,2.0
O=C(Nc1nncs1)C12CC3CC(CC(Cl)(C3)C1)C2,-8.4,7.8,0.0

# Quoted at random: six records from the list
SMILES,JMJD2C inh,VLA-4 inh,GRK2 aptamer HTS
NC(=O)Cn1cc(/C=N\NS(=O)(=O)c2ccccc2)c2ccccc21,-1.5,6.0,0.0
Cc1ccc(S(=O)(=O)NC(=O)Nc2ccc(C)cc2C)cc1,-15.9,12.6,0.0
CCN(CC(=O)N1CCOCC1)S(=O)(=O)c1ccc2ccccc2c1,-2.9,4.1,2.0
O=[N+]([O-])c1ccc(Cc2cncc(O)c2)cc1,2.6,14.3,2.0
O=C(c1ccccc1CCc1ccccc1)N1CCCC1,7.5,-0.3,3.0
O=C(O)C(NC(=O)C1CCCN1C(=O)OCc1ccccc1)c1ccccc1 (centres undefined),-1.0,1.5,0.0

# (list continues)
SMILES,JMJD2C inh,VLA-4 inh,GRK2 aptamer HTS
Brc1cccc(CN2CCCCCC2)c1,-5.4,6.2,0.0
COc1ccc(NCc2cc(=O)[nH]c3ccccc23)cc1,2.2,6.8,2.0
Cn1c(-c2cccc(Br)c2)cnc1NCc1ccccc1O,-3.1,1.8,0.0
Cc1ccc(Cl)cc1NC(=S)N1CCCCCC1,-1.4,-2.3,1.0
COc1cccc(NC(=S)N2CCN(S(C)(=O)=O)CC2)c1,1.0,-4.2,1.0
Cc1ccc(C)c(NS(=O)(=O)c2ccccc2C)c1,5.4,1.9,1.0
Cc1ccc2c(CN3CCC(C)CC3)cc(=O)oc2c1C,-3.5,-6.8,0.0
O=C(Cc1ccc(O)cc1)N/N=C/c1cccnc1,5.9,12.3,2.0
CCN1CCN(CCC(=O)Nc2ccccc2)CC1,-5.6,0.0,0.0
Nc1ccc(NC(=O)CCN2CCOCC2)cc1,3.6,-0.7,1.0
COc1cccc(CN(C)C(=O)c2cc(-c3ccc(OC)c(OC)c3)nc3ccccc23)c1,0.3,6.2,9.0
Cc1oc2ccc(OCc3cccc(Cl)c3)cc2c1C(=O)O,7.7,-5.4,0.0
O=C(O)CNC(=O)c1ccc(NC(=O)/C(=C/c2ccccc2)NC(=O)c2ccccc2Br)cc1,4.8,1.2,2.0
O=[N+]([O-])c1ccc2nc(Cl)nc(-c3ccccc3)c2c1,7.3,4.0,0.0
Cc1ccc(N(Cc2ccccc2O)C(=O)c2ccccc2F)cc1,24.8,-6.5,0.0
O=C(O)CSc1nc2ccc(C(=O)c3ccccc3)cc2[nH]1,-12.1,3.3,5.0
Cc1ccc(-c2ccc(=O)n(Cc3cc(C)ccc3C)n2)cc1,-2.8,-129.5,1.0
CCOc1ccc(CCNC(=O)COC(=O)CCC(=O)c2cccs2)cc1OCC,45.5,8.7,5.0
Cc1ccccc1NC(=O)c1cccc(N2C(=O)C3C4CC(C(Br)C4Br)C3C2=O)c1 (centres undefined),2.5,-9.9,0.0
N#Cc1ccccc1NC(=S)NC(=O)C1CCC1,0.3,-16.9,0.0
O=C(Nc1ccc(Cl)cc1)c1cccc(OC(=S)N2CCOCC2)c1,-2.3,9.3,2.0
COc1ccc(C(=O)N/C(=C/c2ccc(Cl)cc2)C(=O)Nc2ccc(C(=O)O)cc2)cc1,8.6,17.0,1.0
COCC1CCN(Cc2c(C(=O)N3CCc4ccccc4C3)nc3ccc(Cl)cn23)C1 (centres undefined),-5.2,-10.5,0.0
CC(C)C(=O)N1CCC(n2nccc2NC(=O)CCOc2ccccc2)CC1,-12.5,9.0,3.0
COc1cc(OC)c(-n2cc(-c3ccc(OC)c(OC)c3)[nH]c2=S)cc1Cl,1.4,21.8,14.0
CC(C)[C@@H](NC(=O)C1CCC(CNC(=O)[C@H](Cc2ccccc2)NC(=O)OC(C)(C)C)CC1)C(=O)O (some centres undefined),6.7,-14.5,0.0
C/C(=N\NC(=O)Cc1c(Cl)cccc1Cl)c1cccnc1,-0.8,3.7,3.0
Cc1nn(-c2ccccc2)c(C)c1/C=N/NC(=O)c1ccccc1O,-2.7,-0.7,0.0
CCOC(=O)c1c(-c2ccccc2)oc2ccc(OCC(=O)NNC(=O)CCCC(=O)O)cc12,-5.3,6.8,1.0
COc1ccc2c(CC(=O)N[C@@H](Cc3ccccc3)C(=O)O)cc(=O)oc2c1C,-6.9,10.8,0.0
COc1ccc(S(=O)(=O)/C(C#N)=C/Nc2ccc(NC(C)=O)cc2)cc1,1.7,6.9,2.0
CCOC(=O)N1CCN(C(=O)CCc2ccc(S(=O)(=O)NC(C)C)cc2)CC1,-10.5,-4.9,1.0
CCN1/C(=C2/SC(=S)N(NC(C)=O)C2=O)Sc2ccccc21,14.4,-0.3,0.0
Nc1ccc(C(=O)Nc2cccc(N)c2)cc1,-11.6,9.0,3.0
COCCCN1C2=C(C(=O)CC(C)(C)C2)C(c2ccc(OC)c(OC)c2)C2=C1CC(C)(C)CC2=O,-8.8,7.3,0.0
COCCNC(=O)Cc1c(C)c2cc3c(cc2oc1=O)OC(C)(C)CC3,3.3,-4.2,1.0
Cc1c(NC(=O)Nc2ccccc2)c(=O)n(-c2ccccc2)n1C,2.6,-20.9,0.0
CC(C)Oc1ccc(CNC(=O)Oc2ccccc2)cc1,5.4,2.5,1.0
NC(=O)C1CCCc2c1n(Cc1ccccc1)c1ccccc21 (centres undefined),8.6,-0.1,0.0
Nc1nonc1C(=O)N/N=C\c1cc2c(cc1Cl)OCO2,5.4,-4.0,7.0

# In a second layout: entries from further up
compound	JMJD2C inh	VLA-4 inh	GRK2 aptamer HTS
Cc1c(NC(=O)Nc2ccccc2)c(=O)n(-c2ccccc2)n1C	2.6	-20.9	0.0
CC(C)Oc1ccc(CNC(=O)Oc2ccccc2)cc1	5.4	2.5	1.0

# Molecules above with a nitro group on carbon (two):
SMILES,JMJD2C inh,VLA-4 inh,GRK2 aptamer HTS
O=[N+]([O-])c1ccc(Cc2cncc(O)c2)cc1,2.6,14.3,2.0
O=[N+]([O-])c1ccc2nc(Cl)nc(-c3ccccc3)c2c1,7.3,4.0,0.0

# (listing goes on)
SMILES,JMJD2C inh,VLA-4 inh,GRK2 aptamer HTS
COc1cc(NC(=S)N2c3ccccc3CC2C)cc(OC)c1 (centres undefined),-6.6,6.0,1.0
Cc1ccc(-n2c(C)c(C)c3c(NCCCO)ncnc32)cc1,2.8,3.1,0.0
CCOc1ccc(NC(=O)c2cc(=O)[nH]c3ccccc23)cc1,-13.6,-0.2,0.0
COc1cccc(CNc2ccc3c(c2)ncn3C)c1OC,-5.5,4.3,0.0
O=C(NCCc1ccc(F)cc1)Nc1ccccc1Cl,10.2,-17.8,2.0
Cc1ccc(S(=O)(=O)c2c[nH]c3ccc(C)cc3c2=O)cc1,4.4,28.9,0.0
COc1cc2c(cc1OC)C(c1cccc(Cl)c1)CC(=O)N2 (centres undefined),-21.3,6.1,0.0
NC(=O)CSc1nc2c(sc(=S)n2-c2ccccc2)c(=O)[nH]1,-1.2,14.2,0.0
CC(=O)COc1c(-c2ccco2)oc2ccccc2c1=O,3.4,8.1,0.0
CN1CCN(C(=O)c2cc3cc(F)ccc3[nH]2)CC1,2.7,-6.4,0.0
COc1ccc(OCC(=O)Nc2c(Cl)ccc3nsnc23)cc1,-27.1,1.4,1.0
C=CCOc1ccccc1CN1CCC(Oc2cc(C(=O)NC3CC3)ccc2OC)CC1,-0.9,-5.3,0.0
OCCCNc1ncnc2oc(-c3ccccc3)c(-c3ccccc3)c12,-0.6,-7.8,1.0
COCCCC1CCN(C(=O)C2CCC(=O)N(Cc3ccccc3F)C2)CC1 (centres undefined),14.6,11.5,0.0
CN(C)S(=O)(=O)c1ccc(N)c([N+](=O)[O-])c1,2.6,12.7,0.0
Cc1cccc(C(=O)Nc2cccc3cccnc23)c1,-4.1,8.5,3.0
Cn1c(NC(=O)c2ccc(F)cc2)nc2ccccc21,-3.6,5.8,0.0
C=CC[n+]1cccc(-c2cc3ccc(C)cc3[nH]2)c1,-5.9,19.5,0.0
C=CCC(O)(CC=C)CNC(=O)c1ccc(OC)c(OC2CCN(C(C)=O)CC2)c1,52.6,-9.2,0.0
CCOCCCNC(=O)Cc1ccc(-n2c(CC)nc3cccnc32)cc1,8.0,-8.3,15.0
COc1cc2ccccc2cc1C(=O)Nc1ccccc1C,5.2,11.7,0.0
CCN(CCn1cccn1)C(=O)c1cc(COc2cc(C)ccc2C)on1,-9.7,9.3,1.0
CCOc1ccc(/C=N/NC(=O)c2[nH]c3ccc(C)cc3c2C)cc1,-4.2,12.0,0.0
COCC(=O)N1CCC(Oc2ccc(C(=O)N(C)C3CCCCC3)cc2)CC1,-9.7,1.1,0.0
Cc1ccc(NC(=O)c2cc(-c3ccccc3)n[nH]2)cc1,3.2,1.7,2.0
O=C(O)c1cccc(S(=O)(=O)Nc2ccc3c(c2)CCC3)c1,-8.7,10.1,3.0
Nc1nc(-c2ccccc2)cc(-c2ccccc2)n1,3.2,8.8,1.0
O=C(N/N=C/c1cccnc1)c1cccc(Br)c1,-7.2,15.2,2.0
COc1ccc(C(=O)/C=C/c2ccc(OCc3ccccc3)cc2)cc1CSCC(=O)O,5.8,14.6,0.0
Fc1cccc(CNC2CCN(CCc3ccccc3)CC2)c1,-0.4,-5.9,0.0
CC(=O)OC1CC[C@@]2(C)C(CCC3C2CC(=O)[C@@]2(C)C3CC3CC(C)=CC(=O)C32)C1 (some centres undefined),0.9,-3.9,0.0
COc1cc(C2=NOC(C(=O)Nc3ccc4c(c3)OCO4)C2)cc(OC)c1OC (centres undefined),-1.6,20.9,4.0
Cc1ccc[n+](CC(=O)c2ccc(Br)cc2)c1,5.0,5.8,75.0*
CCC(C)Nc1nc(N)c([N+](=O)[O-])c(NCc2ccccc2)n1 (centres undefined),0.3,25.4,1.0
O=C(COc1ccc(Cl)cc1)NC1CC1,5.9,14.8,2.0
CC(C)C1=CC(=Nc2ccc(S(N)(=O)=O)cc2)C=C(C(C)C)C1=O,-8.0,3.5,0.0
CS(=O)(=O)N1CCC(C(=O)Nc2ccccc2Cl)CC1,17.3,5.5,0.0
O=C(Nc1ccc(S(=O)(=O)Nc2ncccn2)cc1)c1ccc(Cl)c([N+](=O)[O-])c1,27.3,-5.3,0.0
CC(c1ccccc1)c1nnc(NC(=O)Nc2ccccc2F)s1 (centres undefined),-2.7,5.5,1.0
CC(=O)NCC(=O)N1CCC(n2nccc2NC(=O)CCCc2ccccc2)CC1,11.3,-8.3,0.0
COc1ccc(OCC(=O)NNC(=O)Nc2cccc(Cl)c2)cc1,-5.0,-13.4,0.0
COC(C(=O)Nc1ccnn1C1CCN(Cc2ccc(C)o2)CC1)c1ccccc1 (centres undefined),5.4,-16.0,3.0
COc1ccc(C(C)C)cc1S(=O)(=O)NCC1CCCO1 (centres undefined),-4.7,-2.9,0.0
COc1ccc(/C=C2\Cc3ccccc3C2=O)cc1OC,-11.9,-13.3,0.0
COc1cccc(C(=O)NNC(=O)c2ccccc2)c1,2.2,-5.5,2.0
CCOC(=O)CNC(=O)Cn1cnc2c(nnn2-c2cccc(OC)c2)c1=O,-7.1,17.9,0.0
C=CCn1c(=O)c(C(=O)NCc2ccc(Cl)cc2)c(O)c2ccccc21,-2.1,-14.3,0.0
Fc1ccccc1NC(=S)NCCc1ccc(Cl)cc1,-2.3,13.7,0.0
CC(C)Oc1ccc(C(CCNCc2ccc(O)cc2)c2ccccc2)cc1 (centres undefined),3.8,36.8,0.0
COc1ccc(C(=O)Nc2ccncc2)cc1[N+](=O)[O-],4.1,5.1,0.0

# Later entries.
SMILES,JMJD2C inh,VLA-4 inh,GRK2 aptamer HTS
CC(=O)NC1C(=O)N(CCN2CCOCC2)c2ccc(F)cc21 (centres undefined),5.2,18.3,1.0
CC(C)c1nc(CNC(=O)C2CCC(=O)N(CCc3cccc(F)c3)C2)cs1 (centres undefined),-0.5,-7.2,2.0
Cc1ccc(-c2ccc(=O)n(Cc3c(F)cccc3Cl)n2)cc1,2.6,-2.6,0.0
CC(NC(=O)CN1CCN(c2ccccc2F)CC1)c1ccccc1 (centres undefined),4.6,2.6,1.0
Cc1ccc(NC(=S)N2CCCC2)cc1Cl,5.1,12.9,0.0
CCOC(=O)C1=C(C)N=c2s/c(=C\c3cccc(OCC(=O)O)c3)c(=O)n2C1c1ccccc1 (centres undefined),0.2,1.4,0.0
O=C(Cc1ccccc1F)Nc1ccccc1N1CCCC1,3.3,10.1,5.0
COc1ccc(/C=C(/NC(=O)c2ccccc2)C(=O)NC(Cc2c[nH]c3ccccc23)C(=O)O)cc1 (centres undefined),-3.0,18.1,1.0
COc1ccc(CCC(=O)NNC(=O)Nc2cc(Cl)ccc2C)cc1,-1.1,14.6,0.0
Cc1ccccc1NC(=S)N1CCCCCC1,0.2,-26.2,0.0
